High-throughput results (PubChem)
LEDGF integ inh = blocks HIV-1 LEDGF/p75-dependent DNA integration; 0.64% of 370,000 active; TR-FRET IN-LEDGF/p75 DNA integration, Eu/Cy5; inhibition, % at 3.7 µM;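 active means inhibition above the screen-wide mean plus 3 SD, cut at about 13% in these data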;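 further: signal is the Cy5 over europium emission ratio at 671 and 618 nm; 0% = plate median of compound wells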
Rev-erbA mod = Rev-erb alpha (human) modulation. P20393. Rev-erbα–FITC-DNA binding, fluorescence polarization, 90 min. activity, % at 10 µM. 0.79% of 370,000 active;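 active means activity above about 14%, limit read from the data; passing the limit was not always enough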;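 further: 0% = DMSO wells with 35 nM protein and 100% = DMSO wells with 750 nM protein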
TCR-CD3 inh = inhibitors of human TCR-CD3 interaction; TAMRA-labeled TCR probe fluorescence, biochemical; inhibition, % at 9.4 µM; 0.37% of 360,000 active; in the data active means inhibition above about 19%;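 further: recombinant mutant TCR 2C K166C tagged with TAMRA read by polarization; 0% = receptor in buffer alone and 100% = receptor with positive control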
HTRA1 inh = blocks human HTRA1 serine peptidase; Q92743; recombinant HTRA1, FP-rhodamine activity-based probe, fluorescence polarization; inhibition, % at 5.96 µM; 0.5% of 340,000 active; AID 504803; in the data active means inhibition above about 36%;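 further: 0% = enzyme with DMSO and 100% = wells lacking enzyme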
rCAG RNA binder = molecules binding r(CAG) RNA repeats; r(CAG) RNA repeat, TO-PRO-1 dye displacement fluorescence; inhibition, % at 3 µM; 1.3% of 370,000 active; AID 651821;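 active means inhibition above the plate cutoff, the mean of all test compounds on that plate plus 3 SD, cut at about 35% in these data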;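 further: 0% = DMSO alone and 100% = 100 µM mitoxantrone as full dye displacement; higher means more dye released from RNA so lower well fluorescence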
MBD2 inh = blocks human MBD2 binding to methylated DNA | Q9UBB5 | TR-FRET, MBD2 binding to methylated oligonucleotide | inhibition, % at 4.4 µM | 0.31% of 370,000 active; in the data active means inhibition above about 13%
Target sequence (Q9UBB5 whole entry, looked up): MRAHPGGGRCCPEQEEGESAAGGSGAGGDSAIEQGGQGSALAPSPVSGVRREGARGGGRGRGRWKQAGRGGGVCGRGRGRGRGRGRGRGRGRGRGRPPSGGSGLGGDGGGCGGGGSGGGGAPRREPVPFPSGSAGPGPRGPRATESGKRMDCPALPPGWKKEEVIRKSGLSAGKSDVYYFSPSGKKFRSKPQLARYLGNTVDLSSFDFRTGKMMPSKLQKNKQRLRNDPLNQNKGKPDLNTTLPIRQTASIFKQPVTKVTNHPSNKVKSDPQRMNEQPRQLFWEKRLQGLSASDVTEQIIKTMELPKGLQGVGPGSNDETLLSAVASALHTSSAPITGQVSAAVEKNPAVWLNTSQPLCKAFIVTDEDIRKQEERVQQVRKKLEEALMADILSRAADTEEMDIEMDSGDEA
UHRF1 MBD2 ctr = blocks human UHRF1 binding to methylated DNA; inhibition, % at 4.4 µM; Q96T88; 0.75% of 370,000 active; AID 687016; UHRF1 binding to methylated oligo, TR-FRET; in the data active means inhibition above about 21%;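 further: UHRF1 SRA domain binding a hemimethylated CpG hairpin DNA probe; 0% = median of test compound wells and 100% = reference inhibitor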
PRMT1 inh = blocks human protein arginine methyltransferase 1 | Q99873 | recombinant PRMT1, activity-based probe fluorescence polarization | inhibition, % at 2.79 µM | 1.3% of 370,000 active | AID 652257;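 active means inhibition above about 21% made by adding two undisclosed values, limit read from the data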
Target sequence (Q99873 whole entry, looked up): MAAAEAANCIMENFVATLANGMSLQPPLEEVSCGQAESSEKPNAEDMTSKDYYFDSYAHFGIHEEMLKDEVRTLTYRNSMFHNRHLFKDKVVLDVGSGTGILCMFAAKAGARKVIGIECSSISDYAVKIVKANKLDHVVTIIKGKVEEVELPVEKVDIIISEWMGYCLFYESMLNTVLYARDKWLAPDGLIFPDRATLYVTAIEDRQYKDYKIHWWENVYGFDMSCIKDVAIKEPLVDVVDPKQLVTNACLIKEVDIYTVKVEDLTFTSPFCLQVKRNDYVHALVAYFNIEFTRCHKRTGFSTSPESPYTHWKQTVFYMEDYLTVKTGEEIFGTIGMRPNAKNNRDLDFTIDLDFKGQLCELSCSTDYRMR
ABHD4 inh = inhibits mouse alpha/beta hydrolase domain 4. Q8VD66. 0.54% of 370,000 active. purified mABHD4, FP-Rh probe fluorescence polarization. inhibition, % at 8.92 µM. AID 720543;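 active means inhibition exceeding the mean over every tested compound plus 3 SD, cut at about 30% in these data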;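 further: 0% = plate median of compound wells and 100% = S159A mutant with DMSO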
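Test system: mABHD4 protein | Buffer or medium: HEPES pH 7.0 buffer, 150 mM NaCl, 0.01% Pluronic F-127 | Probe or stimulus: FP-Rh fluorescent activity-based probe, added after compound pre-incubation | Timing: Pre-incubation 45 min, probe exposure 60 min, at 25 °C | Technique: Fluorescence polarization, excitation 525 nm, emission 598 nm, BODIPY TMR filters | Repeats: Single well per compound (singlicate)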
PG9 Ab binder = small molecules binding HIV-1 gp120 antibody PG9; inhibition, % at 6.7 µM; TR-FRET gp120-PG9 antibody binding; 0.43% of 360,000 active; in the data active means inhibition above about 8.5%
Starred values were filed as active, the others as inactive; . = no result given. These rows are one share of the data. The share of hits here may be higher or lower than overall.

Start of the data: the first 2 records (preview)
SMILES	LEDGF integ inh	Rev-erbA mod	TCR-CD3 inh	HTRA1 inh	rCAG RNA binder	MBD2 inh	UHRF1 MBD2 ctr	PRMT1 inh	ABHD4 inh	PG9 Ab binder
COc1cc(CC(=O)NNC(=O)c2cccs2)cc(OC)c1OC	-1	-6	4	11	2	-6	-4	2	2	-1.2
CCc1ccc(CNCc2cccs2)cc1	-4	1	2	4	-5	4	3	11	-2	-1.5

The whole of this part (from the top)
SMILES	LEDGF integ inh	Rev-erbA mod	TCR-CD3 inh	HTRA1 inh	rCAG RNA binder	MBD2 inh	UHRF1 MBD2 ctr	PRMT1 inh	ABHD4 inh	PG9 Ab binder
COc1cc(CC(=O)NNC(=O)c2cccs2)cc(OC)c1OC	-1	-6	4	11	2	-6	-4	2	2	-1.2
CCc1ccc(CNCc2cccs2)cc1	-4	1	2	4	-5	4	3	11	-2	-1.5
C=CCn1c(=O)c2ccccc2n2c(SCC(=O)c3ccccc3)nnc12	3	0	4	-4	6	-2	0	-2	-2	1.8
O=C(CNC(=O)c1ccccc1)OCc1cccc([N+](=O)[O-])c1	0	-4	-6	-2	-2	3	1	-1	1	0.7
CCOC(=O)CNc1nc(Oc2ccc(=O)n(C)n2)nc(N(CC)CC)n1	5	-1	7	-2	-1	2	1	-1	-3	-3.5
CCOCCCNC(=O)C1CC(=O)N(CCc2ccc(C)cc2)C1 (stereo unspecified)	0	-3	3	3	-4	-4	-3	1	-2	-4.2
CCn1c(=O)[nH]c(=O)c2c(N)c(C(=O)c3ccccc3OC)sc21	-4	7	9	4	-1	-3	-2	-1	7	-3.3
c1ccc(C2CC(c3cccs3)Nc3nnnn32)cc1 (stereo unspecified)	0	5	8	1	0	0	-1	-1	-4	-0.2
COC(=O)C(C)Sc1nc2c(c(-c3ccc(OC)cc3)c1C#N)-c1ccccc1C2=O (stereo unspecified)	-4	-2	-5	1	-1	1	0	-3	3	-1.0
OCC[C@@H]1C[C@H](O)[C@@H](O)[C@@]2(CCc3ccccc3O2)O1	-2	-4	2	0	-3	-2	0	-3	2	-1.2
O=C(CC1C[C@H](C(=O)N2CCOCC2)[C@@]2(CCC3CCCC3)c3[nH]c4ccccc4c3CCN2C1=O)NCc1cccc(C(F)(F)F)c1 (stereo partly specified)	-4	-10	-2	4	4	1	-1	-3	3	1.0
COCCC(=O)Nc1ccc2c(c1)CN(C(=O)c1ccc(CSC)o1)CC2	4	4	-1	6	0	-6	-2	-1	-7	-0.6
CCOc1ccccc1C1CC(=O)Nc2cc3c(cc21)OCO3 (stereo unspecified)	-2	1	-1	-2	-2	-5	-3	1	0	-0.8
O=C(CNC(=O)c1ccc(S(=O)(=O)N2CCCC2)cc1)N/N=C/c1ccccc1Cl	5	8	0	1	1	-5	-6	-1	-5	-5.0
CCCCC[C@H](C)N1C[C@H](COCc2ccccc2)Oc2cc(N3CCC[C@H]3CO)ccc2S1(=O)=O	5	7	-9	.	7	-7	0	3	-16	-0.9
Cc1c(N=C/C=C/c2ccccc2)cnn1C	-3	1	3	-2	-3	4	10	-2	1	-2.8
O=C(Cn1c(CN2CCCCC2)nc2ccccc2c1=O)Nc1ccccc1	4	-2	2	-8	0	3	0	-2	-1	0.7
Cc1c(NC(=O)c2ccc(Cl)c([N+](=O)[O-])c2)cccc1-n1cnnn1	7	-1	3	-17	3	-6	-1	-1	-3	0.3
O=C(CN1CCN(c2ccc(O)cc2)CC1)Nc1ccc(SC(F)F)cc1	1	2	8	8	0	7	-2	7	9	-2.2
O=C(CNC(=O)c1ccc(Cl)cc1)NCc1ccccn1	3	-2	-9	-1	3	-2	1	3	-9	1.2
COC(=O)[C@]12C[C@H](CC(=O)NCc3cccc(C(F)(F)F)c3)C(=O)N(Cc3ccco3)C1=C[C@H](C(C)C)O[C@@H]2C1CC1	-3	-2	.	.	0	0	-2	0	-5	.
C[C@H](NC(=O)C1CC(=O)N(c2ccc3c(c2)OCO3)C1)C(=O)NCc1ccco1 (stereo partly specified)	0	-2	5	3	2	-2	1	2	3	-0.7
CCOC(=O)CCc1c(C)nc2cc(-c3ccccc3OC)[nH]n2c1=O	-3	-1	-4	0	4	1	-2	-4	-1	-2.6
Cc1ccc(/C=N/NC(=O)CSc2nc3ccccc3[nH]2)o1	-4	5	-3	3	4	5	-1	5	11	-0.2
O=C(NCCCc1ccccc1)c1ccc(CS(=O)Cc2ccccc2Cl)o1 (stereo unspecified)	-1	-3	2	5	-3	-9	-1	0	1	0.5
O=C(C1CCN(S(=O)(=O)c2cnc[nH]2)CC1)N1CCn2c1nc1ccccc12	-2	-2	-4	0	-2	2	4	-2	-2	-1.3
CCC(CC)c1nnc(NC(=O)c2cc(-c3ccccc3)nc3ccccc23)s1	-1	3	-3	-1	-2	3	-1	3	3	-0.1
Cc1nc2ccccc2n1CCc1nc2c3ccccc3nc(=S)n2[nH]1	-3	-4	1	7	6	-1	22*	2	4	0.1
CSc1ccc(CN(C)CC(=O)NC(=O)NC(C)(C)C)cc1	1	4	-4	-2	-8	-2	0	-3	4	-2.1
Cc1ccc(-n2c(SCC(=O)c3ccc(F)cc3)nnc2-c2cnccn2)cc1	3	0	.	.	2	-5	-1	-9	-3	.
CC(C)Cn1c(/C=C/c2ccccc2)nc2ccccc21	2	-4	-3	-28	-1	0	-3	3	-4	-2.1
CCOc1cc(CNC(C)(C)CO)cc(Br)c1OCc1ccc(Cl)cc1Cl	4	1	7	-25	2	2	-1	-4	22	-0.2
Cc1cc(C(=O)CCC(=O)NCC(=O)Nc2c(C)cccc2C)c(C)s1	1	-1	-2	-11	4	3	0	1	-3	0.3
COc1ccc(NC(=O)CSc2nc(C)cc(C(F)(F)F)n2)cc1	-2	1	1	-4	0	6	4	-1	-12	0.6
CSc1ccc(/C=C/C(=O)N2CCN(c3ccccn3)CC2)cc1	-1	-3	5	-1	-8	-2	-1	-1	-6	-1.6
COc1ccc(C(=O)N[C@H](C(=O)Nc2nc3ccccc3[nH]2)C(C)C)cc1	-2	1	3	-2	-1	1	-2	-1	2	1.9
Nc1ccc2nc(-c3cccnc3)[nH]c2c1	-1	3	-5	19	-1	-6	-4	3	11	-7.9
CC(=O)N1C(=O)CC(C)N(C(C)=O)c2ccc([N+](=O)[O-])cc21 (stereo unspecified)	3	-5	13	5	0	-1	-1	0	-7	-2.7
CCN(CC)S(=O)(=O)c1cccc(-c2nnc(SCC(=O)NC)n2CCc2ccccc2)c1	-2	5	8	-1	-7	-5	3	0	1	0.5
COCCCNc1ncnc2c1sc1nc(-c3ccco3)c3c(c12)CC(C)(C)OC3	-2	0	-5	-28	10	-4	1	14	-17	1.3
S=C(NCCc1ccccc1)NCC(c1ccco1)N1CCCCC1 (stereo unspecified)	-2	2	2	3	-4	3	-2	0	-6	1.3
CC1=C(C(=O)N2CCOCC2)CC(CC(=O)NCCN2CCOCC2)C(=O)N1Cc1ccc(F)cc1 (stereo unspecified)	-2	7	2	0	0	1	0	-6	1	-0.1
O=C(NCCCN1CCOCC1)c1cc(C(=O)C2CC2)c[nH]1	-1	-3	4	2	0	2	-1	-2	4	-0.6
N#CCSc1ncnc2sc3c(c12)CCC3	5	3	5	4	13	14*	24*	4	7	4.8
Cn1c(SCc2ccccc2)nnc1-c1ccc2nonc2c1	-3	0	-5	7	-3	0	1	0	-1	-0.7

Single entries from the results shown.
For PG9 Ab binder, N#CCSc1ncnc2sc3c(c12)CCC3 is entered as 4.8
For ABHD4 inh, O=C(NCCCN1CCOCC1)c1cc(C(=O)C2CC2)c[nH]1 is entered as 4
For PG9 Ab binder, CC1=C(C(=O)N2CCOCC2)CC(CC(=O)NCCN2CCOCC2)C(=O)N1Cc1ccc(F)cc1 (stereo unspecified) is entered as -0.1
For LEDGF integ inh, CC(C)Cn1c(/C=C/c2ccccc2)nc2ccccc21 is entered as 2

Other records.
SMILES	LEDGF integ inh	Rev-erbA mod	TCR-CD3 inh	HTRA1 inh	rCAG RNA binder	MBD2 inh	UHRF1 MBD2 ctr	PRMT1 inh	ABHD4 inh	PG9 Ab binder
COC(=O)c1cc2sccc2n1CC(=O)Nc1cccc(SC)c1	2	1	2	-23	9	-2	0	0	-8	-0.1
CCn1cc(C(=O)NCc2ccc(Cl)cc2)c(=O)c2cc(S(=O)(=O)N(C)C)ccc21	1	-2	4	-4	-3	4	-1	-2	-1	-1.4
COC(=O)CCCNC(=O)c1ccc2oc(CCCc3ccccc3)nc2c1	3	2	-19	-3	0	-1	6	0	-10	0.4
COc1ccc(-c2c[n+]3c(n2-c2ccccc2)CCCCC3)cc1	0	-3	0	-5	3	0	0	-2	2	-2.5
CC(C)(C)OC(=O)N1CCC2(CC1)Oc1ccc(F)cc1C(=O)C21CC(c2ccccc2)=NO1 (stereo unspecified)	1	1	6	-16	8	-7	-3	1	-6	-1.5
CC(C)(C)OC(=O)NCCCCCc1nnc(SCc2ccccc2)o1	-5	4	6	2	-11	2	0	81*	4	-0.4
COc1ccc(S(=O)(=O)NCCC(=O)NCc2ccc(F)cc2)cc1	-2	2	-4	6	-2	4	3	1	1	1.1
COc1cc(/C=C/C(=O)N2CCN(CC(O)COc3ccccc3)CC2)cc(OC)c1OC (stereo unspecified)	0	5	-1	-5	-2	1	-7	-2	-4	-2.9
C/C(=N\N(C)C)C1=C(O)c2ccccc2C1=O	-3	-1	7	-2	0	-4	-4	-1	-2	-3.1
CN(C(=O)COc1cc(=O)n(C)c2ccccc12)c1ccc(Br)cc1	-1	0	-4	-2	-2	1	2	2	-3	1.1
c1ccc(C(c2nnnn2C2CCCC2)N2CCCCCC2)nc1 (stereo unspecified)	0	-1	0	4	-1	-2	-1	1	-9	-0.5
O=c1[nH]c(=O)n(C2OC(CO)C(O)C2O)c2c1CCCC2 (stereo unspecified)	0	0	2	.	0	-5	0	0	0	0.5
Oc1ccc(Cl)cc1/C=N/c1nccs1	0	-2	-1	2	5	-8	-2	1	0	1.7
O=C(NC1CCCCC1)C1CCCN(S(=O)(=O)c2ccc(F)cc2)C1 (stereo unspecified)	-4	5	-5	7	-1	0	0	4	10	-2.1
CCOc1ccccc1NC(=O)N1CCCc2ccccc21	-1	-8	0	-2	-3	-5	-3	-3	6	-0.2
CCC(OC(=O)c1cccs1)C(=O)NC1CCCCC1 (stereo unspecified)	-2	3	1	-1	-4	5	-1	-1	3	-0.5
O=C1CC(c2ccccc2)Sc2nc(-c3ccccc3)c(-c3ccccc3)n21 (stereo unspecified)	-1	12	0	8	3	-1	1	-1	0	0.7
CCc1ccc(CN(C)CC(O)COc2cccc3ccccc23)cc1 (stereo unspecified)	3	5	9	-6	-3	0	8	0	22	-0.4
O=C(NCCCn1ccnc1)C(F)(F)C(F)(F)C(=O)NCCCn1ccnc1	-2	-3	4	2	-2	-2	-1	1	5	0.4
COc1ccc(CCNS(=O)(=O)c2ccc3c(c2)CCN3C(=O)C2CC2)cc1OC	0	-8	-2	-1	-3	2	1	3	0	0.6
Cc1[nH]c2ccccc2c1CCNC(=O)c1c(N)no[n+]1[O-]	1	6	2	5	4	-3	-1	-1	0	-1.4
CS/C(=N\S(=O)(=O)c1ccccc1)c1ccccc1	-2	3	6	0	2	-6	1	-1	-1	-1.5
Cc1csc(SCC(=O)NC(=O)NCCC(C)C)n1	-1	-8	4	-2	-6	3	0	0	1	0.4
CC(C)C(NC(=S)Nc1ccccc1)C(=O)O (stereo unspecified)	0	-3	5	7	2	-1	1	-2	-4	-1.1
CCOc1ccc(CCNC(=O)CSc2ncn[nH]2)cc1OCC	0	3	0	2	1	4	-1	-2	-4	0.1
